Screens as filed in PubChem.
CXCR6 block: inhibitors of human CXCR6 receptor; hit rate 0.36% among 360,000; inhibition, % at 20 µM; CHO-K1 PathHunter CXCR6 beta-arrestin, luminescence; AID 602244; O00574; in the data active = inhibition above about 34%, passing the limit was not always enough;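 note: antagonist mode with CXCL16 agonist at 10 nM final; 0% = 10 nM CXCL16 with DMSO and 100% = unstimulated wells without agonist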
Target sequence (O00574 whole entry, looked up): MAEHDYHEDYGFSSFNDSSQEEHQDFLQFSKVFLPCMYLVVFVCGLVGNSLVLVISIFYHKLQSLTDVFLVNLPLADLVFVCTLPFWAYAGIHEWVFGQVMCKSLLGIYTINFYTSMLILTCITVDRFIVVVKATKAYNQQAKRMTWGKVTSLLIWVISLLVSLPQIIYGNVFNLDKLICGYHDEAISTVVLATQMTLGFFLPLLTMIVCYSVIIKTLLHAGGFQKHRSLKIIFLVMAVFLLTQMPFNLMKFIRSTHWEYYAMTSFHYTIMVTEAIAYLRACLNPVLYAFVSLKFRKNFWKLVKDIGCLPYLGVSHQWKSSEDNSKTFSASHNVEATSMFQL
Active calls of the source: *; & = joins results of further samples.

molecule: CNc1ncnc2c1ncn2[C@H]1CN(Cc2cccs2)C[C@@H](CO)O1
  CXCR6 block: -1.4

molecule: CCOC(=O)[C@H]1[C@H]2COc3ccc(Cl)cc3[C@@H]2N2C(=O)[C@H](C)NC(=O)[C@@]12C
  CXCR6 block: -3.7

molecule: CNC(=O)OCc1ncn(-c2ccccc2)c1COC(=O)NC
  CXCR6 block: -0.3

molecule: COC(=O)c1ccc2cc(OC)cc([N+](=O)[O-])c2n1
  CXCR6 block: -4.0

molecule: COc1cc(CNC[C@H]2O[C@@H](n3cnc(C(N)=O)n3)[C@H](O)[C@@H]2O)ccc1OCc1cccc(Cl)c1
  CXCR6 block: -2.3

molecule: COc1ccc(-c2ccc(C(=O)Nc3cccc(Oc4ccccc4)c3)c3occc23)c(C)c1
  CXCR6 block: -2.8

molecule: COc1ccc(NC(C)c2ccccc2)cc1 (stereo unspecified)
  CXCR6 block: -0.5

molecule: CC1(C(=O)Nc2ccc3ccccc3c2)CCC(=O)N1CC(F)(F)F (stereo unspecified)
  CXCR6 block: -9.6

molecule: CC1(C(=O)Nc2cccc3ccccc23)CCN1C(=O)Cc1ccc(Cl)cc1Cl (stereo unspecified)
  CXCR6 block: -5.7

molecule: CCCOc1ccc(F)cc1-c1cc(C(=O)NCc2ccccc2OC)[nH]n1
  CXCR6 block: 10.1

3 compounds from above, ordered by the number in CXCR6 block, smallest number first:
| SMILES | CXCR6 block |
| --- | --- |
| CC1(C(=O)Nc2cccc3ccccc23)CCN1C(=O)Cc1ccc(Cl)cc1Cl (stereo unspecified) | -5.7 |
| COC(=O)c1ccc2cc(OC)cc([N+](=O)[O-])c2n1 | -4.0 |
| CCOC(=O)[C@H]1[C@H]2COc3ccc(Cl)cc3[C@@H]2N2C(=O)[C@H](C)NC(=O)[C@@]12C | -3.7 |

The listing picks up; the 2 compounds before the break are reprinted first.
molecule: CC1(C(=O)Nc2cccc3ccccc23)CCN1C(=O)Cc1ccc(Cl)cc1Cl (stereo unspecified)
  CXCR6 block: -5.7

molecule: CCCOc1ccc(F)cc1-c1cc(C(=O)NCc2ccccc2OC)[nH]n1
  CXCR6 block: 10.1

molecule: CC(=O)c1cccc(NC(=O)C2CCCN2S(=O)(=O)c2ccccc2C(F)(F)F)c1 (stereo unspecified)
  CXCR6 block: -5.2

molecule: O=C(NC1CCN(Cc2ccccc2)CC1)c1[nH]c(C(F)(F)F)nc1-c1ccccc1
  CXCR6 block: -5.9&-9.0

molecule: O=C(O)c1cccc2c1C(=O)c1cc([N+](=O)[O-])cc([N+](=O)[O-])c1-2
  CXCR6 block: -7.9

molecule: Nc1o[nH]c(=O)c1C1CCCCC1
  CXCR6 block: -0.8

molecule: Cc1ccc(Cl)cc1-c1cc(C(=O)Nc2ccc(F)cc2)[nH]n1
  CXCR6 block: -18.8

molecule: C(=NN=C1c2ccccc2-c2ccccc21)c1c[nH]c2ccccc12
  CXCR6 block: 8.4

molecule: Cc1ccc(NC(=O)c2noc3c2CCC3)cc1C
  CXCR6 block: 2.9

molecule: COc1cc(NC(=O)C2CCN(S(=O)(=O)c3cccs3)CC2)c(C(=O)O)cc1OC
  CXCR6 block: -5.2

molecule: COCCCN1C(=O)C(CC(=O)NC2CC2)CC(C(=O)N(C(C)C)C(C)C)=C1C (stereo unspecified)
  CXCR6 block: -5.7

molecule: NC(=O)C1C2CCC(C2)C1C(N)=O (stereo unspecified)
  CXCR6 block: -1.8

molecule: Cc1ccc(-n2nnnc2Sc2ccc(S(=O)(=O)NCCN(C)C)cc2[N+](=O)[O-])cc1
  CXCR6 block: -5.6

molecule: Nc1cccc(OCCCCCOc2cccc(N)c2)c1
  CXCR6 block: -1.9

molecule: CC1CN(CC(=O)Nc2nc(-c3ccc(Cl)cc3)cs2)CC(C)O1 (stereo unspecified)
  CXCR6 block: -2.8

molecule: CN(Cc1ccccc1)C(=O)[C@@H]1CCCN1C(=O)[C@@H]1CCCN1C(=O)c1cccs1
  CXCR6 block: -5.0

molecule: Cc1cccc(C)c1NC(=O)C1c2ccccc2OCC(=O)N1Cc1ccccc1 (stereo unspecified)
  CXCR6 block: 5.0

molecule: COc1ccccc1-n1cnc2cc(NCc3ccco3)ccc21
  CXCR6 block: 2.9

molecule: CC1(C(=O)Nc2cnc3ccccc3c2)CCN1Cc1ccccc1OC(F)F (stereo unspecified)
  CXCR6 block: 1.2

molecule: CC1(C)CC(NC(=O)c2ccc(F)cc2)CC(C)(C)N1
  CXCR6 block: -6.2

molecule: Oc1cccc(-c2csc(C(O)(c3ccccc3)C(F)(F)F)n2)c1 (stereo unspecified)
  CXCR6 block: 1.8

molecule: CC(C)(C)c1ccc(NC(=O)COC(=O)c2ccc([N+](=O)[O-])s2)cc1
  CXCR6 block: 2.2

molecule: CC1=C(C(=O)N(C(C)C)C(C)C)CC(CC(=O)NC2CCCC2)C(=O)N1Cc1ccc(F)cc1 (stereo unspecified)
  CXCR6 block: -0.7

molecule: O=[N+]([O-])/C=C\c1ccc(N2CCCC2)c(F)c1
  CXCR6 block: 36.6

molecule: CCOC(=O)c1ccc(NC(=O)CN2CCN(CCN=CC3=C(O)CC(C)(C)CC3=O)CC2)cc1
  CXCR6 block: 5.7

molecule: COc1ccc(CC(N)c2csc(Nc3ccc(S(C)(=O)=O)cc3)n2)cc1 (stereo unspecified)
  CXCR6 block: 0.3

molecule: COC(=O)C1=COC(OC2OC(CO)C(O)C(O)C2O)C2C(C)CC(=O)C12 (stereo unspecified)
  CXCR6 block: 5.0

molecule: CCOC(=O)C1CCCN(C(=O)c2ccncc2)CC1 (stereo unspecified)
  CXCR6 block: -6.5

molecule: COc1ccc(C=NNc2nc3ccccc3s2)cc1
  CXCR6 block: -3.5

Some of these compounds in order of molecular weight, ascending:
molecule: O=[N+]([O-])/C=C\c1ccc(N2CCCC2)c(F)c1
  CXCR6 block: 36.6

molecule: CCOC(=O)C1CCCN(C(=O)c2ccncc2)CC1 (stereo unspecified)
  CXCR6 block: -6.5

molecule: CC(C)(C)c1ccc(NC(=O)COC(=O)c2ccc([N+](=O)[O-])s2)cc1
  CXCR6 block: 2.2

molecule: COC(=O)C1=COC(OC2OC(CO)C(O)C(O)C2O)C2C(C)CC(=O)C12 (stereo unspecified)
  CXCR6 block: 5.0

molecule: COc1ccc(CC(N)c2csc(Nc3ccc(S(C)(=O)=O)cc3)n2)cc1 (stereo unspecified)
  CXCR6 block: 0.3

molecule: CC1=C(C(=O)N(C(C)C)C(C)C)CC(CC(=O)NC2CCCC2)C(=O)N1Cc1ccc(F)cc1 (stereo unspecified)
  CXCR6 block: -0.7

molecule: CCOC(=O)c1ccc(NC(=O)CN2CCN(CCN=CC3=C(O)CC(C)(C)CC3=O)CC2)cc1
  CXCR6 block: 5.7

These rows are one share of the data; the hit share may differ from the screen's.
